HTT aggregate = qHTS Multiplex Assay to Identify Dual Action Probes in a Cell Model of Huntington: Aggregate Formation (GFP). Potency, µM (highest dose often 46.1 µM), for inactives: at the highest dose activity change, negative = inhibition, most hits filed as inhibitors. PC12 HttQ103-GFP aggregates, Acumen cytometry, 40 h. actives 1.1% (n = 220,000); note: % is set by controls: 0 for no effect and ±100 for the full control effect; nearly all actives have a fitted effect of over 60% in size
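PC12/HTTQ103-GFP, ecdysone-inducible; teb 100 nM; cpd qHTS titration; GFP aggregates read on laser cytometer, Ex 488/Em 500-530 nm.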
Tau fluor counter = Counterscreen qHTS for Inhibitors of Tau Fibril Formation, Fluorescence Polarization | tau K18 P301L Alexa594 fluorescence, heparin fibrillization | Potency, µM (top dose mostly 57.7 µM), without a hit: at the top dose activity change, negative = decrease | actives 0.93% (n = 280,000); note: % is set by controls: 0 for no effect and ±100 for the full control effect; nearly all actives have a fitted effect of over 55% in size
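Human tau K18 P301L (15 uM unlabeled, 0.24 uM Alexa 594-labeled) in 100 mM sodium acetate pH 7 with 20 uM heparin, 6 hr at 37 C. ThT 30 uM added, 1 hr ambient; Alexa 594 FP and total fluorescence read at 555/632 nm.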
HTT ATP protect = qHTS Multiplex Assay to Identify Dual Action Probes in a Cell Model of Huntington: Cytoprotection (ATP) | PC12 HTT-Q103 induced, cytoprotection, ATP luminescence, 40 h | Potency, µM (series often up to 56.4 µM), without a hit: cytoprotection (ATP increase), usual class: activators | actives 0.14% (n = 230,000) | AID 1471, 2008;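 note: % of control where 0% means no effect; nearly all actives have a fitted effect of over 45% in size; toxic huntingtin expression switched on by the ecdysone agonist tebufenozide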
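Cells were plated at 1500 per well in phenol red-free DMEM with 5% equine and 5% calf serum. Tebufenozide (100 nM final) and compounds were added, then ATPlite reagent, and luminescence was read.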
JMJD2E inh = qHTS Assay for Inhibitors of Human Jumonji Domain Containing 2E (JMJD2E); Lysine-specific demethylase 4E (Homo sapiens), B2RXH2; actives 1.6% (n = 230,000); AID 2147, 2009; Potency, µM (titrated, usually from 57.1 µM), for inactives: top-dose activity change, negative = inhibition, usual class: inhibitors; JMJD2E catalytic domain, FDH-coupled NADH fluorescence (FDH is formaldehyde dehydrogenase); active = well fitted inhibition curve with a large enough effect, not every such curve was filed as active; inconclusive = small, poorly fitted or top-dose-only effect, or another doubt; inactive = no such curve, though single readings can be large or run the other way;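 note: 0% = wells with enzyme and -100% = buffer wells without enzyme; nearly all actives have a fitted effect of over 50% in size; many of its hits are not listed in these tables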
Target sequence (B2RXH2 1-337 limits assumed): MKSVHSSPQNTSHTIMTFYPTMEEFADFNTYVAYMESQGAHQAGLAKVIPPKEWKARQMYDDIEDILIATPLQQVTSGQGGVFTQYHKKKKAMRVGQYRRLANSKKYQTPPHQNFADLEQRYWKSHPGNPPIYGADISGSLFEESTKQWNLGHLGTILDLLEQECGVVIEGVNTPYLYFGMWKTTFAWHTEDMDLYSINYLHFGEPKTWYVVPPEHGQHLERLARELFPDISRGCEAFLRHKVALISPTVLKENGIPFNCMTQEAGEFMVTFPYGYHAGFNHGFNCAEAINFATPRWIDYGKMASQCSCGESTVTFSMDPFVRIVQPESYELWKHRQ
Tau ThT inhib = qHTS for Inhibitors of Tau Fibril Formation, Thioflavin T Binding; Microtubule-associated protein tau (Homo sapiens), P10636; Potency, µM (highest dose often 57.4 µM), without a hit: at the highest dose activity, negative = inhibition, most hits filed as inhibitors; recombinant tau K18 P301L (four-repeat tau fragment), heparin-induced fibrillization, ThT fluorescence; actives 2.1% (n = 270,000); AID 1460, 2008; note: % is set by controls: 0 for no effect and ±100 for the full control effect; nearly all actives have a fitted effect of over 55% in size
Target sequence (P10636 561-689 P618L limits assumed): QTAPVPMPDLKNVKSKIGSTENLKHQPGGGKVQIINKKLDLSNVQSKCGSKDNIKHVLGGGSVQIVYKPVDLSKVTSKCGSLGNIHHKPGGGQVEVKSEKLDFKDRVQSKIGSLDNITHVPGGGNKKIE
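K18 P301L tau (15 uM + 0.24 uM Alexa 594-tagged), heparin 20 uM, NaOAc pH 7, 6 h 37 C; ThT 30 uM, 1 h RT, ex 450/em 510 nm.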
SMN2 splice up = qHTS Assay for Enhancers of SMN2 Splice Variant Expression; Potency, µM (highest dose often 46.1 µM), for inactives: top-dose activity change, positive = activation, actives largely listed as activators; actives 2.8% (n = 210,000); HEK293 SMN2-luciferase splicing reporter, luminescence, 30-36 h; note: % of control where 0% means no effect; nearly all actives have a fitted effect of over 55% in size
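qHTS luciferase splicing reporter: luminescence rises when SMN2 exon 7 is included in transfected HEK293 cells. Compound exposure lasted 30-36 h at 37C, with 4.5 mM final sodium butyrate as control, followed by a ONE-Glo read.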
Tau fibril FP = qHTS for Inhibitors of Tau Fibril Formation, Fluorescence Polarization; K18 P301L tau heparin fibrillization, Alexa594 FP, 6 h; AID 1468, 2008; Potency, µM (top dose mostly 57.7 µM), inactives show top-dose activity, negative = inhibition, actives largely listed as inhibitors; actives 0.39% (n = 280,000); Microtubule-associated protein tau (Homo sapiens), P10636; note: % is set by controls: 0 for no effect and ±100 for the full control effect; nearly all actives have a fitted effect of over 55% in size
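Recombinant K18 P301L […], labeled with Alexa 594 at 0.24 uM over 15 uM unlabeled; heparin inducer 20 uM final; 37 C, 6 hr; FP endpoint.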
ALDH1A1 block = qHTS Assay for Inhibitors of Aldehyde Dehydrogenase 1 (ALDH1A1). Aldehyde dehydrogenase 1A1 (Homo sapiens), P00352. Purified ALDH1A1, NADH fluorescence, propionaldehyde substrate. Potency, µM (series often up to 75.3 µM), for inactives: top-dose activity, negative = inhibition, actives largely listed as inhibitors. actives 7.3% (n = 220,000); active = well fitted inhibition curve with a large enough effect, not every such curve was filed as active; inconclusive = small, poorly fitted or top-dose-only effect, or another doubt; inactive = no such curve, though single readings can be large or run the other way;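 note: plate controls were no enzyme wells and a reference inhibitor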
Target sequence (P00352 whole entry, looked up): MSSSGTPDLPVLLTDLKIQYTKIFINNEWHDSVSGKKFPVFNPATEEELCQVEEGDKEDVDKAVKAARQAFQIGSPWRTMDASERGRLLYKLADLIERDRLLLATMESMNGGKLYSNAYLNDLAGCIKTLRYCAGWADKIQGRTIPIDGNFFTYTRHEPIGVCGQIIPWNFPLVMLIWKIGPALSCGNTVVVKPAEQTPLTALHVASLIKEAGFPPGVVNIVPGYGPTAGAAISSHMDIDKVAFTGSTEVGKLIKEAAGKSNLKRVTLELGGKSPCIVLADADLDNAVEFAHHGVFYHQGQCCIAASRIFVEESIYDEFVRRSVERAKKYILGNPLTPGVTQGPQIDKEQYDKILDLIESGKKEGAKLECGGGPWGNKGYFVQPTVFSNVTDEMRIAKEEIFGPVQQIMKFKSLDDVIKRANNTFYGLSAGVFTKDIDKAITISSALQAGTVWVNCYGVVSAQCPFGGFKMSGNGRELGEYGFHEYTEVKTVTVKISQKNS
An asterisk follows results filed as active; ? = inconclusive; / = no result given; [ ] = dose if it differs, or a comment. Unless noted, calls come from the whole dose curve; as a rule, active = well fitted curve in the direction sought with a large enough effect; inconclusive = small, poorly fitted or top-dose-only effect, or another doubt; inactive = no such curve, though single readings can be large; an effect the other way counts as inactive or inconclusive. Potency is the fitted concentration of half-maximal effect. These rows are one share of the data. The share of hits here may be higher or lower than overall.

SMILES	HTT aggregate	Tau fluor counter	HTT ATP protect	JMJD2E inh	Tau ThT inhib	SMN2 splice up	Tau fibril FP	ALDH1A1 block
CCOC(=O)c1ccc(NC(=O)N2CCN(C(=O)C3CCCO3)CC2)cc1 (stereo not given)	5%[9.22 µM]	-9%	-3%[10 µM]	1%	-15%	/	-1%	-11%
CC(C)(C)C1C/C(=C/c2ccco2)C(=O)/C(=C/c2ccco2)C1 (stereo not given)	?	-18%	6%[10 µM]	?	?	-26%	?	7.9µM*
CSc1ncc(Cl)c(C(=O)N(Cc2ccc(N(C)C)cc2)Cc2ccco2)n1	/	?	/	/	?	-13%	5%	/
Cc1ccc(Nc2c(-c3ccc(Br)o3)nc3ccccn23)cc1	/	-17%	/	/	-3%	14%	9%	/
COc1ccc(N=Cc2c(O)ccc3ccccc23)cc1	9%[9.22 µM]	?	-4%[10 µM]	-15%	8.9µM*	/	-7%	?
Cc1nn(C)cc1CN(C)C(=O)c1sc2cccc(Cl)c2c1Cl	-13%	-2%	-2%	8%	-2%	13%	8%	?
Cc1cccc2nc(CSCc3ccco3)cn12	4%	-6%	-21%[10 µM]	-4%	?	11µM*	-6%	-14%
Cc1ccc2nc(NC(=O)COC(=O)c3ccc(Br)o3)sc2c1	?	?	-38%[inhibitor]	?	?	5%	?	?
O=C(CSc1nc2c(c(C(F)(F)F)n1)CCc1ccccc1-2)NCc1ccccc1	-3%	10%	-9%[10 µM]	0%	12%	-21%	12%	?
CCc1cccc(C)c1N(C(=O)Cn1c(CO)nc2ccccc21)C(C)COC (stereo not given)	16%	1%	22%[1.9 µM]	10%	-4%	-8%	-2%	7%
CCc1ccc(OCC(=O)NNC(=O)c2nn(CC)c(=O)c3ccccc23)cc1	-12%	-3%	-37%[inhibitor]	0%	-12%	-8%	-3%	6%
Cc1ccc(S(=O)(=O)Nc2ccc3[nH]c(=O)[nH]c3c2)c(C)c1	-1%[9.22 µM]	-15%	-21%[10 µM]	-5%	-16%	-1%	4%	?
COc1ccc(C(=O)/C=C/Nc2cccc(O)c2)cc1	22%	?	-54%[inhibitor]	?	?	?	-3%	11µM*
COc1ccc(NC(=O)c2oc3ccccc3c2NC(=O)C23CC4CC(CC(C4)C2)C3)c(OC)c1	/	?	/	/	-5%	-3%	-7%	/
O=S(=O)(c1ccc(S(=O)(=O)n2cnc3ccccc32)cc1)N1CCCCCC1	-6%[9.22 µM]	13%	2%[10 µM]	3%	7%	-6%	7%	-18%
Cc1nc(C(=O)NNC(=O)c2ccccc2Cl)c(C(F)(F)F)o1	-2%[9.22 µM]	-3%	5%[10 µM]	0%	-7%	/	-3%	5%
S=c1[nH]nc(-c2cc(-c3ccccc3)n[nH]2)n1/N=C/C(Br)=C/c1ccccc1	4%[9.22 µM]	?	-15%[10 µM]	-29%	18µM*	/	?	16%
Cc1ccc(/C=N/Nc2nc(C)cc(C)n2)cc1	-4%[9.22 µM]	-6%	4%[10 µM]	-1%	-14%	/	0%	/
COc1cc(Cl)c(C)cc1NC(=O)CSc1ccc(NC(C)=O)cc1	8%	-21%	-13%[1.9 µM]	4%	-8%	-15%	-5%	10%
COCCN(C(=S)Nc1ccc(C)cc1)C(C)c1cccnc1 (stereo not given)	12%	-12%	-22%	4%	-5%	-22%	-16%	0%
CCOC(=O)c1c(NC(=O)c2cc(CC)on2)sc(C(C)=O)c1C	/	-1%	/	/	1%	10%	-5%	/
CCOC(=O)C1(CCCc2ccccc2)CCN(C(=O)c2cnn(CC)c2)CC1	-3%[9.22 µM]	5%	-6%[10 µM]	?	1%	/	9%	?
O=C(OCC(=O)N1CCOCC1)c1ccccc1SCC(=O)N1CCCC1	15%	0%	-3%	-3%	0%	-5%	0%	4%
Cc1cccc(NC(=O)Cn2cc(C(=O)c3ccco3)c3ccccc32)c1C	/	-14%	/	/	?	-23%	-13%	/
O=C(CC1SCCNC1=O)Nc1cccc(C(F)(F)F)c1 (stereo not given)	-5%	-1%	-22%[0.074 µM]	-2%	-8%	-4%	1%	6%
O=C(OCC(=O)C12CC3CC(CC(C3)C1)C2)c1cccnc1Cl	-2%	3%	14%[10 µM]	5%	6%	-4%	12%	?
Cc1cc(NN)nc(NS(=O)(=O)c2ccccc2Cl)n1	7%[9.22 µM]	-15%	19%[10 µM]	-13%	-10%	/	-12%	5%
COc1ccc2c(C)cc(=O)oc2c1C	0%	6%	7%	?	0%	-5%	0%	?
CCc1cccc(CC)c1-n1c(SCn2nnc3ccccc3c2=O)nnc1-c1cccnc1	-15%	-5%	12%	11%	-12%	0%	5%	?
C=CCOC(=O)N[C@H](c1cccc(C(F)(F)F)c1)C(C(C)=O)C(C)=O	/	-2%	20%	-1%	2%	-4%	5%	10%
O=C(N/N=C/c1ccc(OC(F)F)cc1OC(F)F)NC1CCCCC1	?	-13%	-89%[inhibitor]	5%	-2%	-2%	-3%	?
Cc1c(NC(=O)c2ccco2)cccc1C(=O)NN1C(=O)c2ccccc2C1=O	18%	-1%	/	3%	-1%	10%	-2%	-6%
COc1ccc(C2CC(=O)C(C=NCCN3CCN(C(C)=O)CC3)=C(O)C2)cc1 (stereo not given)	-7%	1%	-8%[10 µM]	-1%	-5%	12%	4%	-5%
O=C(COc1ccc(Cl)cc1Cl)NCc1ccco1	-1%	-7%	-6%[10 µM]	-1%	-15%	-8%	-2%	0%
CC(C)C[C@@H](CC(=O)N[C@@H](CCC(=O)O)CC(=O)O)NC(=O)[C@@H]1CCCC[C@H]1NC(=O)C[C@H](CCCN)NC(=O)C[C@H](Cc1ccccc1)NC(=O)[C@@H]1CNCC[C@H]1N	/	-3%	-46%[inhibitor]	1%	-3%	4%	-3%	-4%
CCC1(c2ccccc2)NC(=O)N(CC(=O)Nc2cccc(C#N)c2)C1=O (stereo not given)	-13%	-14%	24%	-5%	-19%	29%	2%	3%
O=c1[nH]c2ccccc2c(=O)n1CCCO	-4%	2%	3%	-1%	-1%	-9%	5%	?
O=C1OC(c2ccccc2)c2ccccc21 (stereo not given)	-5%	-8%	/	-7%	-9%	-1%	-1%	14µM*
COc1ccccc1N1CCN(C2=NS(=O)(=O)c3ccccc32)CC1	-19%	5%	19%[10 µM]	-1%	-1%	13%	-10%	18%
CC(C)[C@H](NC(=O)c1ccccc1)C(=O)OCC(=O)Nc1ccc2c(c1)OCCO2	-25%	-4%	-23%[10 µM]	10%	1%	1%	-4%	4%
CC(C)(C)C(=O)c1sc2nc(-c3cccs3)cc(C(F)(F)F)c2c1N	11%	-5%	6%	6.3µM*	?	7%	-6%	?
CCc1cc2c(=O)c(-c3ccc4c(c3)OCCO4)coc2cc1OS(C)(=O)=O	?	-29%	2%[10 µM]	-2%	-17%	22µM*	-8%	?
COc1ccc(/C=C/c2c([N+](=O)[O-])c(=O)n(C)c(=O)n2C)cc1O	-5%	-10%	21%	-5%	-19%	-5%	0%	?
Cc1c(Cc2ccccc2)c(=O)oc2c(C)c(OCC(=O)Nc3ccc(C#N)cc3)ccc12	-7%	-10%	-2%[10 µM]	?	4%	/	?	?
COCC(=O)Nc1ccc(C(=O)Nc2ccccc2Cl)cc1	-5%[9.22 µM]	-10%	-8%[10 µM]	3%	-11%	/	0%	4%
Cc1ccc(NC(=S)N(CCCN2CCCC(C)C2)Cc2ccco2)cc1C (stereo not given)	3%	-9%	-15%	0%	-14%	-12%	-1%	7%
Cc1cc(Cl)ccc1OCC(=O)N1C(C)CCCC1C (stereo not given)	-9%	-4%	7%[0.074 µM]	3%	-8%	-13%	5%	-6%
O=S(=O)(NCC1CCCO1)c1ccc(-c2ccc(S(=O)(=O)NCC3CCCO3)cc2)cc1 (stereo not given)	-9%[9.22 µM]	-3%	13%[10 µM]	-5%	-3%	-72%[inhibitor]	0%	1%
CCc1cccc(CC)c1NC(=O)CCS(=O)(=O)c1ccc(Br)s1	/	-12%	/	/	0%	-5%	-2%	/
CC(C)(C)C(=O)NNC(=O)c1cc(C(C)(C)C)nn1Cc1ccccc1	-12%[9.22 µM]	-5%	9%[10 µM]	2%	/	/	-1%	/
(listing goes on)
SMILES	HTT aggregate	Tau fluor counter	HTT ATP protect	JMJD2E inh	Tau ThT inhib	SMN2 splice up	Tau fibril FP	ALDH1A1 block
COc1cc2c(cc1OC)CN(C(=O)CSc1nc3[nH]ncc3c(=O)n1-c1ccccc1)CC2	4%	-1%	-1%	-29%	-17%	-2%	-1%	28µM*
Cc1ccc(-c2nnn(CC(=O)N(c3ccc(F)cc3)C(C(=O)NC3CCCC3)c3ccco3)n2)o1 (stereo not given)	38%	10%	-9%	1%	14%	-7%	-5%	2%
COc1cc(C(=O)OCCc2c(C)nc3nc[nH]n3c2=O)cc(OC)c1OC	6%	-7%	-3%	3%	-8%	-3%	1%	2%
O=C(COC(=O)CCSc1ccccc1Cl)Nc1ccc(F)cc1F	-18%	-29%	-7%[10 µM]	13%	?	-6%[1.84 µM]	-7%	-3%
C=CCc1c(C)c(C#N)c2nc3ccccc3n2c1NCCN(C)C	?	-8%	9%[0.074 µM]	?	-5%	-16%	-2%	-6%

Single records, as listed above. Screens in order: HTT aggregate	Tau fluor counter	HTT ATP protect	JMJD2E inh	Tau ThT inhib	SMN2 splice up	Tau fibril FP	ALDH1A1 block
Record of C=CCc1c(C)c(C#N)c2nc3ccccc3n2c1NCCN(C)C = ?	-8%	9%[0.074 µM]	?	-5%	-16%	-2%	-6%
Record of COc1cc2c(cc1OC)CN(C(=O)CSc1nc3[nH]ncc3c(=O)n1-c1ccccc1)CC2 = 4%	-1%	-1%	-29%	-17%	-2%	-1%	28µM*
Record of Cc1ccc(-c2nnn(CC(=O)N(c3ccc(F)cc3)C(C(=O)NC3CCCC3)c3ccco3)n2)o1 (stereo not given) = 38%	10%	-9%	1%	14%	-7%	-5%	2%

High-throughput results (PubChem)
